Screens as filed in PubChem BioAssay.
Eya2 phos inh = Eya2 (human) phosphatase inhibition. Potency, µM (highest dose often 76.9 µM), for inactives: top-dose activity, negative = inhibition, usual class: inhibitors. O00167. recombinant Eya2, OMFP fluorescence dephosphorylation (OMFP is methylfluorescein phosphate). 330,000 compounds, 0.006% hits; further: potency means the concentration at half of the fitted maximal effect; on the % scale 0 is the no-effect control and ±100 the full control effect
Target sequence (O00167 whole entry, looked up): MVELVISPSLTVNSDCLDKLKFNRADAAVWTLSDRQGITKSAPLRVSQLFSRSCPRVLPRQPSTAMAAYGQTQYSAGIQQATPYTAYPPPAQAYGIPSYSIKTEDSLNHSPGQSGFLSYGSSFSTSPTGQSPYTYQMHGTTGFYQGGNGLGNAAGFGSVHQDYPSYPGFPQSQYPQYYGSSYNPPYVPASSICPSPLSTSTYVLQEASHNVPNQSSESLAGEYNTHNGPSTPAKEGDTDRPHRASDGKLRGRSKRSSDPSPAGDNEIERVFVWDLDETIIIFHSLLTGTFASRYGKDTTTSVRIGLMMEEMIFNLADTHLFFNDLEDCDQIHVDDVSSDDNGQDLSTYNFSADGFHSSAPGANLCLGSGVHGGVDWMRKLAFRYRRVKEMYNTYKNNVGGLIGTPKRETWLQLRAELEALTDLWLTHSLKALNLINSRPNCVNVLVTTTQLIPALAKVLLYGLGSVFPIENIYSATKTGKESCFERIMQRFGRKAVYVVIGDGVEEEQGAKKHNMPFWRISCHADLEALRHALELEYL
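Eya2 (0.2 uM) preincubated 10 min at ambient with compound, then OMFP substrate added at 50 uM; 10 min reaction in 50 mM HEPES pH 7.5, 50 mM NaCl, 5 uM MgCl2, 0.05% BSA, 1 mM DTT. Fluorescence read at Ex 485/Em 525 nm.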
TSHR antag = blocks TSH signaling through the human TSH receptor; activity change, negative = inhibition, % at 11.5 µM; 330,000 compounds, 0.2% hits; AID 504810; P16473; TSHR-expressing cells, TSH-stimulated cAMP HTRF, 2 h; active compounds read low;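 active means activity change below a set negative limit, meaning inhibition stronger than a set level, cut at about -70% in these data; inconclusive means activity change between two set negative limits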; further: on the % scale 0 is the no-effect control and ±100 the full control effect
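Inhibition of cAMP made by TSHR-expressing cells under TSH stimulation (4nM final, EC80; 2 h, 37 deg C) is quantified with a one-step lysis HTRF kit, anti-cAMP cryptate versus cAMP-d2.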
ELG1 DNA repair = ELG1-dependent DNA repair inhibition; AID 504467; 330,000 compounds, 2.3% hits; HEK293T ELG1-luciferase reporter, luminescence, 16 h; DNA damage induced by 5-fluorouridine; Potency, µM (highest dose often 46.1 µM), inactives show at the highest dose activity change, negative = inhibition, hits mostly inhibitors; further: potency means the concentration at half of the fitted maximal effect; on the % scale 0 is the no-effect control and ±100 the full control effect; nearly all actives have a fitted effect of over 55% in size
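Step one: seed 2,000 cells per well. Step two: pin-transfer compound or DMSO alongside 5-fluorouridine. Step three: incubate 16 hr, 37 °C, 5% CO2. Step four: add ONE-Glo, wait 30 min, read luminescence.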
Mito fusion act = blocks mitochondrial division or promotes mitochondrial fusion | S. cerevisiae fusion-defective mutant growth rescue, CellTiterGlo 48 h | Potency, µM (top dose mostly 46.1 µM), without a hit: at the highest dose growth rescue (activation), usual class: activators | 320,000 compounds, 0.23% hits;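 further: potency means the concentration at half of the fitted maximal effect; % of control where 0% means no effect; nearly all actives have a fitted effect of over 45% in size; temperature-sensitive fusion mutants such as fzo1-1 at 37 °C on non-fermentable ethanol glycerol medium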
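Growth-rescue viability read-out: after 48 h at the non-permissive 37C in glycerol/ethanol YPEG, yeast mitochondrial fusion mutants are measured by CellTiterGlo luminescence; compounds (23 nl pinned per well) restoring growth score as division inhibitors or fusion activators.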
uPA surface inh = inhibitors of cell surface uPA generation. cell surface uPA generation assay, qHTS. Potency, µM (series often up to 38.3 µM), without a hit: at the highest dose activity change, negative = inhibition, actives largely listed as inhibitors. 330,000 compounds, 0.31% hits. AID 540303; active means well fitted inhibition curve with a large enough effect; inconclusive means small, poorly fitted or top-dose-only effect; inactive means no such curve, though single readings can be large or run the other way; tested in mouse RAW 264.7 cells; further: potency means the concentration at half of the fitted maximal effect; on the % scale 0 is the no-effect control and ±100 the full control effect; nearly all actives have a fitted effect of over 55% in size
BCR signal inh = blocks chronic active B-cell receptor signaling; ABC-DLBCL IkBa-CBG/CBR reporter, luminescence ratio, 4 h; Potency, µM (titrated, usually from 46.1 µM), for inactives: at the top dose ratio change, negative = lower green/red ratio, most hits filed as inhibitors; 340,000 compounds, 0.05% hits; AID 493014; active means well fitted inhibition curve with a large enough effect in the signal ratio, with a control signal flat, not every such curve was filed as active; inconclusive means small, poorly fitted or top-dose-only effect, or effect the other way, or a change in a side signal; the % refers to the signal ratio;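 further: potency means the concentration at half of the fitted maximal effect; plate controls were basal doxycycline-induced cells for no effect and cells given 10 µM MG132 for full effect; MG132 reads +100%, hits lower the ratio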
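Concentration-response series (up to 46 uM) were applied to TMD8 dual-reporter cells for 4 h at 37C with doxycycline. Green/red ratio, after filter-overlap correction, defined %Activity; red signal alone was normalised to basal cells and zero luminescence.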
TSG101-PTAP inh = blocks PTAP/TSG101 interaction to inhibit HIV-1 budding; Q99816; Fluorescence polarization, FITC-PTAP peptide / Tsg101 binding; Potency, µM (series often up to 115 µM), for the others: at the highest dose activity change, negative = inhibition, usual class: inhibitors; 340,000 tested, under 10 active; AID 493005; active means well fitted inhibition curve with a large enough effect in the main read-out, with a control signal flat, not every such curve was filed as active; inconclusive means small, poorly fitted or top-dose-only effect, or effect the other way, or a change in a side signal; inactive means no such curve, though single readings can be large or run the other way; further: potency means the concentration at half of the fitted maximal effect; % of control where 0% means no effect
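Tsg101 binding domain (10 uM final) was mixed with compound and a FITC-labeled PTAP peptide (50 nM final) in HEPES pH 7.5 buffer with NaCl, Tween 20, EDTA and TCEP; fluorescence polarization was read after 20 min at r.t.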
USP2a inh = USP2a (human) protease inhibition | O75604 | USP2 core, Ub-CHOP2 coupled fluorogenic reporter, 485/531 | Potency, µM (series often up to 38.3 µM), for inactives: top-dose activity change, negative = inhibition, usual class: inhibitors | 330,000 compounds, 0.01% hits;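 further: potency means the concentration at half of the fitted maximal effect; plate controls were DMSO wells for no effect and full inhibition by NEM control for full effect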
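Deubiquitinase activity read as fluorescence (485/531 nm) after Ub-CHOP2 cleavage activates the enterokinase reporter on its substrate; USP2 core 10nM, Ub-CHOP2 and substrate 25nM each, 30min compound preincubation then 60min RT; data normalized to NEM, curves fitted.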
Tb PFK inh = inhibitors of T. brucei phosphofructokinase. O15648. T. brucei PFK, ADP-Glo luminescence. Potency, µM (top dose mostly 57.5 µM), without a hit: top-dose activity, negative = inhibition, usual class: inhibitors. 330,000 compounds, 0.17% hits;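 further: potency means the concentration at half of the fitted maximal effect; 0% = uninhibited 1x PFK enzyme wells and -100% = no-enzyme wells; nearly all actives have a fitted effect of over 60% in size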
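Compounds were pin-transferred as a titration series up to 57 uM into substrate buffer (0.5 mM F6P, 0.1 mM ATP, pH 8.0), then 1.25 nM PFK was added and reactions ran 45 min before ADP-Glo detection.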
B2AR arrestin = recruits beta-arrestin to the human beta2-adrenergic receptor. P07550. beta-arrestin recruitment to beta2AR, cell-based reporter. Potency, µM (series often up to 46.1 µM), for inactives: top-dose activation, usual class: activators. 330,000 compounds, 0.02% hits. AID 492947;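 further: potency means the concentration at half of the fitted maximal effect; 0% = DMSO controls and full agonism = EC100 isoproterenol or metaproterenol; nearly all actives have a fitted effect of over 65% in size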
Target sequence (P07550 whole entry, looked up): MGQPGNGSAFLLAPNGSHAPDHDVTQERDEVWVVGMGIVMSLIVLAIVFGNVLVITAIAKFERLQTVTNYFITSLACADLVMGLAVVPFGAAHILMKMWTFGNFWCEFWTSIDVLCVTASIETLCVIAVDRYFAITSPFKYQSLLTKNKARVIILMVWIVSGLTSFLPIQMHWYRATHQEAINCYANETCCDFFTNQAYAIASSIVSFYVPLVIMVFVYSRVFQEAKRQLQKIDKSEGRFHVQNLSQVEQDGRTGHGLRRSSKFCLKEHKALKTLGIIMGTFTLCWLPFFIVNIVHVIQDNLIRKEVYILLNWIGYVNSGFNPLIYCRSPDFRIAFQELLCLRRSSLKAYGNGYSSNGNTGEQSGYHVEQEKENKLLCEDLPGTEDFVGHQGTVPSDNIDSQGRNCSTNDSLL
TCR activator = activates T cell receptor signaling. primary human leukocytes, anti-CD3, IL-2 HTRF, 48 h. Potency, µM (titrated, usually from 9.22 µM), for inactives: top-dose activation of IL-2 secretion, actives largely listed as activators. 330,000 tested, under 10 active. AID 504894; further: % of control where 0% means no effect
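48 hr co-incubation of compounds, a-CD3 beads and primary human leukocytes; IL-2 quantified homogeneously by HTRF with anti-IL-2 K and d2 conjugates.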
* hit, by the source's call; ? = inconclusive; · = no result given; [ ] = remark or other dose. Unless noted, the call rests on the fitted dose curve; in most records, active means well fitted curve in the direction sought with a large enough effect; inconclusive means small, poorly fitted or top-dose-only effect, or another doubt; inactive means no such curve, though single readings can be large; an effect the other way counts as inactive or inconclusive.

mol,Eya2 phos inh,TSHR antag,ELG1 DNA repair,Mito fusion act,uPA surface inh,BCR signal inh,TSG101-PTAP inh,USP2a inh,Tb PFK inh,B2AR arrestin,TCR activator
O=C(c1ccco1)N1CCN(Cc2cc(=O)c(OCc3cccc(Cl)c3)co2)CC1,6%,-5,-17%,2%,1%,0%,-1%,-3%,0%,-0.1%,-6%
C1CCC2=NCCCN2CC1,3%,-3,5%,-11%,·,2%,-7%,-1%,-1%,-0.3%,-1%
CCOC(=O)C1(Cc2cccc(OC)c2)CCCN(Cc2c(C)nn(C(C)C)c2C)C1 (configuration not stated),-6%,4,?,-1%,-3%,-1%,-1%,3%,-1%,-0.1%,6%
CCSc1nnc(NC(=O)c2ccco2)s1,5%,-3,?,24%,-4%,?,-5%,-2%,-4%,-0.1%,2%
O=C(COC(=O)c1ccc(Cl)c(S(=O)(=O)N2CCCC2)c1)NC1CCCC1,-4%,-6,1%,2%,8%,0%,-2%,0%,-3%,0.2%,-2%
COc1ccccc1OCCn1cc(/C=N/NC(=O)c2ccncc2)c2ccccc21,-16%,10,-27%,7%,-3%,3%,-2%,3%,1%,-0.1%,-1%
CS(=O)(=O)Nc1ccc(C(=O)NCc2ccco2)cc1,0%,8,6%,-6%,-3%,20%,4%,-1%,3%,-0.8%,-5%
Cc1cccc(OCC(=O)NNC(=O)Cn2c(=O)cnc3ccccc32)c1,2%,-1,17%,-3%,0%,15%,0%,0%,1%,-0.1%,-4%
Cc1cccc(C(=O)Nc2nnc(S(=O)(=O)N(C)Cc3ccco3)s2)c1,0%,-19,10%,5%,-1%,13%,-2%,1%,1%,-1.0%,9%
O=S1(=O)CCC(n2nccc2-c2ccccc2)C1 (configuration not stated),6%,6,-1%,-1%,3%,?,-9%,0%,-7%,0.1%,1%
COC(=O)c1ccccc1NC(=O)/C=C/c1ccco1,-2%,25,?,14%,4%,?,-2%,2%,-13%,-0.2%,0%[46.1 µM]
COc1ccccc1CNC(=O)[C@H](C)NC(=O)C1CCN(C(=O)[C@@H](N)CCSC)CC1,17%,-3,2%,1%,-3%,7%,-1%,0%,-2%,0.1%,-2%
O=C1Nc2cc(Cl)c(Cl)cc2N(O)N1c1ccccc1Cl,-2%,-2,10%,-6%,4%,-18%,-3%,3%,-1%,0.1%,1%
Cc1ccc2c(N)c(C)ccc2c1,16%,1,13%,6%,1%,0%,-5%,-1%,2%,-0.4%,-5%
N/C(=N\OC(=O)c1ccc(Cl)cc1[N+](=O)[O-])c1cccnc1,-3%,4,?,-7%,-6%,?,-3%,0%,0%,-0.1%,-10%
N#Cc1ccsc1NC(=O)COC(=O)c1ccc2ccccc2c1,-13%,-6,?,4%,2%,?,2%,0%,-2%,-0.2%,3%[46.1 µM]
CC(C)(C)c1nnc(NC(=O)c2cccnc2Cl)s1,0%,-8,?,2%,12%,-9%,1%,0%,-8%,-0.2%,1%
O=C(CCCCl)NC(=S)Nc1ccc(CN2CCOCC2)cc1,10%,13,18%,-6%,1%,?,-7%,2%,0%,5.6%,1%
Cc1onc(-c2ccccc2Cl)c1C(=O)N1CCN(c2cccc(Cl)c2)CC1,11%,0,?,1%,2.2µM*,?,2%,2%,5%,-0.6%,-1%
CC(=O)Nc1ccc(C(=O)Nc2ccc3c(c2)OCO3)cc1,-6%,1,?,-3%,-3%,0%,-2%,-1%,-4%,-0.7%,-2%
O=C1NC(=S)N/C1=C\C=C\c1ccccc1,5%,-7,?,-2%,-10%,-10%,1%,-3%,1%,0.3%,7%
COC(=O)C1CC(O)CN1C(=O)Nc1ccccc1 (configuration not stated),-10%,-6,-7%,1%,-7%,4%,-2%,4%,-6%,0.1%,8%
COc1ccccc1CSc1ncc(-c2ccc([N+](=O)[O-])cc2)[nH]1,-8%,-16,?,?,-11%,-1%,2%,1%,3%,0.0%,6%[46.1 µM]
O=C(Cc1cccs1)Nc1nnc(Cc2ccccc2)s1,-14%,6,10%,-2%,0%,?,2%,0%,-10%,2.0%,0%[46.1 µM]
Cc1ccc(C2=CC(c3cccs3)n3nnnc3N2)cc1 (configuration not stated),-7%,12,?,2%,-1%,6%,1%,3%,-9%,?,-2%
O=C(Nc1nnc(COc2ccc(F)cc2)s1)c1cccs1,0%,-3,13%,4%,8%,?,1%,2%,4%,0.4%,6%
COc1ccc(C2C=C(c3ccccc3)Nc3ncnn32)cc1 (configuration not stated),-6%,4,8%,-17%,-6%,?,-9%,1%,-11%,-0.9%,-2%
COc1ccc(Cl)cc1NC(=O)CN(C)C(=O)Cc1ccsc1,34%,-8,5%,0%,3%,3%,-2%,0%,-3%,-0.1%,-1%
Cc1ccc(Nc2cc(C)nn2-c2nc(C)cc(=O)[nH]2)cc1,-2%,-23,?,-29%,-10%,?,-7%,-1%,-1%,4.0%,8%
O=C(Nc1ccc(F)cc1)c1ccc(-n2cncn2)c([N+](=O)[O-])c1,8%,-11,?,-2%,-2%,1%,-6%,-1%,1%,-0.3%,7%
N#CC[C@H](Cc1ccccc1)N1CCN(CCc2ccccc2)CCC1=O,12%,2,1%,-3%,3%,1%,-10%,2%,1%,-2.1%,6%
Cn1nc(C(=O)OCC(=O)Nc2cccc(S(=O)(=O)N3CCCC3)c2)c2ccccc2c1=O,9%,-15,10%,3%,-6%,0%,-3%,4%,-1%,-0.8%,-1%
CCCn1c(N)c(C(=O)CSc2nnc(-c3ccoc3C)n2C)c(=O)n(C)c1=O,-6%,-9,-8%,-4%,23%,-2%,-2%,-1%,-1%,0.1%,-2%
COc1ccc2c(c1)C1NC(=S)N[C@@](C)(O2)C1C(=O)Nc1ccccc1 (some centres not stated),11%,4,0%,6%,1%,2%,-4%,1%,-4%,-0.4%,-1%
COc1ccc(CCNC(=O)C(=O)NCC2OCCN2S(=O)(=O)c2ccc(F)cc2)cc1OC (configuration not stated),-27%,8,15%,-1%,1%,2%,-4%,-1%,-5%,-0.1%,4%
CCOC(=O)Cn1nc(-c2ccc(F)cc2)oc1=O,17%,4,?,-4%,1%,15%,0%,2%,-3%,0.3%,-1%

Reprinted at random: 4 entries already listed, in no set order.
mol,Eya2 phos inh,TSHR antag,ELG1 DNA repair,Mito fusion act,uPA surface inh,BCR signal inh,TSG101-PTAP inh,USP2a inh,Tb PFK inh,B2AR arrestin,TCR activator
O=C1Nc2cc(Cl)c(Cl)cc2N(O)N1c1ccccc1Cl,-2%,-2,10%,-6%,4%,-18%,-3%,3%,-1%,0.1%,1%
CCSc1nnc(NC(=O)c2ccco2)s1,5%,-3,?,24%,-4%,?,-5%,-2%,-4%,-0.1%,2%
N#CC[C@H](Cc1ccccc1)N1CCN(CCc2ccccc2)CCC1=O,12%,2,1%,-3%,3%,1%,-10%,2%,1%,-2.1%,6%
O=C(Nc1ccc(F)cc1)c1ccc(-n2cncn2)c([N+](=O)[O-])c1,8%,-11,?,-2%,-2%,1%,-6%,-1%,1%,-0.3%,7%
